# Source: PubChem (several laboratories)
# HIF-2a block: blocks HIF-2a reporter activity; 786-0 RCC cells HIF-2a reporter, luciferase luminescence, overnight; inhibition, % at 18.8 µM; 0.72% of 360,000 active; AID 624352;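 active = inhibition of the luminescence signal of 40% or more relative to plate controls, in a single-dose primary screen at 18.75 µM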
# aDG glyco up: alpha-DG glycosylation activation | activation, % at 10 µM | Pro5-aDG cells, alpha-DG glycosylation AlphaScreen (IIH6); 0% Pro5, 100% B10-LARGE cell signal | 0.22% of 360,000 active;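 active = activation of at least 8% versus controls, or a plate z-score of at least 8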;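 note: Pro5 are CHO cells carrying HIG-tagged alpha-DG that lacks glycosylation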
# Vif inh: HIV Vif inhibition; HEK293T cells, Vif self-association by quenched fluorescence, imaging, 24 h; inhibition, % at 7.49 µM; 0.35% of 340,000 active; AID 602346; in the data active = inhibition above about 50%, passing the limit was not always enough; inconclusive = no clear call, values can overlap the other calls; inactive = below about 31%; note: some results filed as inactive read as strong as hits
# PDI turbidity: blocks human protein disulfide isomerase activity; P07237; PDI insulin aggregation turbidity, A650, 90 min; inhibition, % at 10 µM; 0.052% of 350,000 active;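 active = mean inhibition across replicates of 30% or more, whatever share of single replicates reach that level; inconclusive = mean inhibition below 30% while every single replicate reaches 30%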;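 note: absorbance from insulin aggregation driven by PDI reduction with DTT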
# Target sequence (P07237 whole entry, looked up): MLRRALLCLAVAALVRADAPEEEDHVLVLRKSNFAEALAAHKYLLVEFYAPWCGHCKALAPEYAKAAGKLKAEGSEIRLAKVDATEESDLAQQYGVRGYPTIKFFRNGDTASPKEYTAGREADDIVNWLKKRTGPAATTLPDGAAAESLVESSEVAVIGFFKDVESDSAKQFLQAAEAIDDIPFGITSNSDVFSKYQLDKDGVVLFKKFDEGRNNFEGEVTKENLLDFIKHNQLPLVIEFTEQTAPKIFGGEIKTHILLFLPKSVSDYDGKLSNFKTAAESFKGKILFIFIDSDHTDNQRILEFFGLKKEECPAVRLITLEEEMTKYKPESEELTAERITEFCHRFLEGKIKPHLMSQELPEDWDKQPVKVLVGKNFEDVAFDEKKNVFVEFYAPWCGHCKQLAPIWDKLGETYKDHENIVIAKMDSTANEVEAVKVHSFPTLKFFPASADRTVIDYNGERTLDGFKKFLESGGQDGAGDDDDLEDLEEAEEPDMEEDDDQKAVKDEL
# CaV13 ICDI inh: Primary screen for inhibitors of IQ motif and Ca2+-dependent inactivation inhibitor domain binding in CACNA1D, Förster resonance energy transfer in living cells, …; HEK cells, CFP/YFP FRET ICDI-IQ, plate reader, 10 min; percent FRET-ratio fall versus neutral wells; inhibition, % at 12.3 µM; 0.098% of 340,000 active; AID 743397;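 active = mean replicate inhibition of at least 30% and at least 1% of replicates passing that level; inconclusive = only one of the two criteria is met; inactive = neither criterion is met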;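 note: 0% = median of the neutral control wells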
# NR2E3 ag-1: activates human NR2E3 receptor | Q9Y5X4 | CHO-S Gal4-NCOR/VP16-NR2E3 two-hybrid, luciferase | inhibition of corepressor binding, % at 3.98 µM | 0.35% of 360,000 active | AID 602229;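 active = inhibition above the mean of all tested compounds plus 3 SD, cut at about 70% in these data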;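 note: 0% = DMSO with NR2E3 transfected cells and 100% = cells lacking NR2E3 construct; higher means lower luciferase signal from less NR2E3 corepressor binding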
# Target sequence (Q9Y5X4 whole entry, looked up, the tested form may be a part): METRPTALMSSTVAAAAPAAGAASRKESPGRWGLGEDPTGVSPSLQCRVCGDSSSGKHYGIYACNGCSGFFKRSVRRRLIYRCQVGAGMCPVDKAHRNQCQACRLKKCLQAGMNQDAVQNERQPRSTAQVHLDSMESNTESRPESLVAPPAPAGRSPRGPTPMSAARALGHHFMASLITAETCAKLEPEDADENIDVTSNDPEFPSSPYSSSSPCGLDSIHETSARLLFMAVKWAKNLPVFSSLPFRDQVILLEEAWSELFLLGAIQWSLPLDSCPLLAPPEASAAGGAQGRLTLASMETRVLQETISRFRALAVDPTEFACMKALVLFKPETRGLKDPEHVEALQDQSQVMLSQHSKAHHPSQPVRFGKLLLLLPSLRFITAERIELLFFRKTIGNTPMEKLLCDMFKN
# Granule exo inh: lytic granule exocytosis inhibition; TALL-104 LAMP-1 surface exposure, flow cytometry; cells stimulated with thapsigargin and PMA; inhibition, % at 10 µM; 0.66% of 360,000 active; AID 651702;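 active = inhibition above about 55%, limit read from the data; inconclusive = no clear call, values can overlap the other calls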
# hiPSC survival: enhancers of human iPSC single-cell survival; hiPSC single-cell survival, ATPlite luminescence; 100% = ROCK inhibitor wells, 0% = DMSO; survival enhancement, % at 20 µM; 0.044% of 360,000 active; AID 602274; in the data active = survival enhancement above about 18%;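 note: cells exposed to compounds for 16 hours before the ATP read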
# TRPM1 prom inh: inhibitors of MITF-driven TRPM1 promoter in melanoma cells | SK-MEL-5 TRPM1 promoter luciferase, 24 h | inhibition, % at 12.5 µM | 0.83% of 330,000 active | AID 488899;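 active = mean inhibition across replicates of 60% or more, whatever share of single replicates reaches that level; inconclusive = some that reach 60%, reason not given; inactive = mean inhibition across replicates below 60%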; note: values of inactives mirror those of a sister screen read the other way
# Peg3 promoter: reduces Peg3 promoter-driven luciferase expression in HeLa; HeLa PEG-Prom luciferase reporter, luminescence, overnight; inhibition, % at 20 µM; 1.7% of 360,000 active; AID 588405;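 active = inhibition of at least 50% at 20 µM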
# NR2E3 ag-2: NR2E3 (human) agonism. AID 2300. inhibition of corepressor binding, % at 4.78 µM. GST-NR2E3/biotin-RetCOR TR-FRET, 1536-well. 0.12% of 320,000 active;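 active = percent inhibition above the cutoff of mean plus 3 SD of all tested compounds, set per screening campaign, cut at about 20% in these data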;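 note: 0% = DMSO wells and 100% = biotin wells as full block of FRET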
#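 system = GST-tagged NR2E3 plus biotinylated RetCOR corepressor | input = 1.35 nM GST-NR2E3 | also added = 7 nM biotin-RetCOR | schedule = 5 h incubation at 4 °C | measured by = TR-FRET with europium anti-GST and streptavidin-D2, 340 nm excitation | read-out = percent loss of FRET ratio relative to control wells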
# * = called active by the depositor; ? = inconclusive; / = not tested or not shown.
# Value order: HIF-2a block	aDG glyco up	Vif inh	PDI turbidity	CaV13 ICDI inh	NR2E3 ag-1	Granule exo inh	hiPSC survival	TRPM1 prom inh	Peg3 promoter	NR2E3 ag-2
Cc1cccc(C(=O)N(C)c2nnc(-c3ccncc3)s2)c1
 : -47	0.4	3	-5	-6	-7	2	-0.4	-6	-47	2
CCc1nnc(SCC(=O)Nc2ccccc2Cl)nc1CC
 : 9	0.2	2	3	-8	15	2	-0.1	6	8	-1
COc1cccc(/C=N/Nc2ncnc3scc(-c4ccccc4)c23)c1O
 : 11	1.4	-1	-5	-3	-5	12	-0.1	70*	60*	0
Cc1cccc(NC(=O)c2ccccc2NC(=O)c2ccccc2)n1
 : -22	-0.2	-13	7	-3	-15	-3	0.0	4	-3	-2
COc1ccc(N/C=C2\C(=O)c3c(sc(C)c3C)N(C)S2(=O)=O)cc1
 : 25	0.2	2	11	-5	-16	-11	-0.7	2	14	-1
Nc1ccc(S(=O)(=O)C(F)(F)F)cc1N
 : 20	-0.3	0	-2	2	3	0	0.4	11	0	-1
CCCCn1c(N)c(N(CCC(C)C)C(=O)C2CC(=O)N(c3ccccc3OCC)C2)c(=O)[nH]c1=O (configuration not stated)
 : 9	0.1	-3	-4	-9	1	2	0.6	-6	6	-1
O=C(ONC(=O)C1CCCCC1C(=O)NOC(=O)c1ccccc1)c1ccccc1 (configuration not stated)
 : 3	-0.1	-9	0	-9	6	17	7.3	-11	13	/
O=C(COC(=O)c1cccc(O)c1)NC(=O)Cc1ccccc1
 : 12	-0.4	-10	-17	/	1	2	0.2	-2	8	-3
O=C(CC1NC(=O)NC1=O)Nc1ccc(Cl)cc1 (configuration not stated)
 : 5	-0.5	-1	-5	-5	-6	-1	-2.8	-2	5	0
CCCN1CCC(=O)N([C@H](CSc2ccc(OC)cc2)c2ccccc2)CC1
 : -152	0.5	-5	3	-7	-25	0	-0.5	-55	-134	-1
CC(CNC(=O)c1cccc(Br)c1)n1cncn1 (configuration not stated)
 : 14	-0.1	-2	4	-15	-28	4	-0.7	6	6	/
CCN(CC)c1ccc(NC(=O)CCS(=O)(=O)c2cccc3nsnc23)c(C)c1
 : 10	0.3	3	4	-6	4	5	-1.3	-6	21	1
CC(=O)c1sc(N/N=C/c2cccc(O)c2)nc1C
 : -310	0.0	/	-33	-6	-75	2	-1.3	-91	-318	-1
CCOC(=O)N1CCN(C(=O)C(=O)c2cn(CC(=O)N3CCCCCC3)c3ccccc23)CC1
 : 10	-0.3	-2	-1	/	-2	-1	-0.4	10	8	3
O=C(CCC(=O)N1CCCC(Nc2ccccc2)C1)c1ccc(F)cc1 (configuration not stated)
 : -11	0.1	-4	-10	-6	-16	24	0.7	7	-22	-1
CC(=O)N1CCOc2ccc(S(=O)(=O)N3CCC(C(=O)Nc4cc(C)cc(C)c4)CC3)cc21
 : 15	0.1	-5	-8	-3	0	-8	0.1	-5	20	0
CCN1C(=O)[C@@H]2[C@@H](c3ccc(-c4ccc5c(c4)OCO5)c(OC)c3)N3CCCC[C@@]3(C(=O)OC)[C@@H]2C1=O
 : 9	-0.1	-4	-5	-12	-10	-2	-0.3	9	21	1
O=C(NCc1ccc(Cl)cc1)C(=O)N/N=C/c1ccc(Br)cc1
 : 22	0.3	4	-5	-7	-20	0	2.5	0	5	-2
Cc1cccc(C)c1N1CCN(S(=O)(=O)N2CCCCC2)CC1
 : 12	-0.1	7	-6	26	-10	1	-0.5	2	10	6
C=CCNc1nc2ccccc2nc1NS(=O)(=O)c1cccc(C)c1
 : 8	0.0	-7	2	-4	4	10	-0.1	2	12	-1
c1ccc(Cc2noc(CN3CCN(C4CCc5ccccc5C4)CC3)n2)cc1 (configuration not stated)
 : 14	-0.1	3	-3	11	6	8	-0.1	8	20	1
CCOC(=O)c1ccc(NC(=S)NCc2cccnc2)cc1
 : -12	-0.1	-7	-5	-5	-32	-2	3.0	6	-8	1
O=C(CCl)N1CCN(C(=O)C2COc3ccccc3O2)CC1 (configuration not stated)
 : 7	-0.2	8	-7	-6	-23	-4	-1.9	23	-13	/
COc1cc(NC(=O)CN2CCN(S(=O)(=O)/C=C/c3ccccc3)CC2)cc(OC)c1OC
 : 10	0.2	-4	3	-6	25	-2	-0.4	3	13	3
CCN(CC)S(=O)(=O)c1ccc(Cl)c(C(=O)NCc2ccccc2Cl)c1
 : -6	0.7	27	7	-2	-14	-2	-0.7	1	29	3
CC(C)N(Cc1ccccc1)C(=O)CN1C(=O)c2ccccc2C1=O
 : 15	-0.1	-2	-1	-5	-32	-12	1.4	2	-4	3
COc1ccc(C(=O)N/N=C(\C)CC(=O)Nc2ccc(Cl)cn2)cc1
 : -13	-0.2	0	19	-7	-17	3	-0.6	-5	-2	4
Cc1ccc(-n2cnc3sc(C)c(C)c3c2=O)cc1
 : -202	-0.1	-7	-3	9	13	2	0.2	-68	-233	4
OCc1cn(-c2ccccc2)nc1-c1ccc2c(c1)OCCO2
 : -225	0.7	-9	-2	/	-143	-1	-5.6	-64	-271	-1

# The list goes on:
# Value order: HIF-2a block	aDG glyco up	Vif inh	PDI turbidity	CaV13 ICDI inh	NR2E3 ag-1	Granule exo inh	hiPSC survival	TRPM1 prom inh	Peg3 promoter	NR2E3 ag-2
C#CC(CC)(CC)NC(=O)NC1CCCCC1
 : 17	-0.5	-4	4	2	5	3	0.3	4	18	2
Cc1cccc2c1cnn2C(=O)Nc1ccccc1Br
 : -99	-0.1	-3	2	-20	-23	-8	0.3	-50	-260	2
O=C(CN1CCCC1)N1CCCC(c2ccc(F)cc2)c2ccc(F)cc21 (configuration not stated)
 : 15	0.0	-18	5	-3	-2	-13	-1.4	-9	-5	-2
O=S(=O)(Nc1ccc(C(F)(F)F)cc1)c1cccs1
 : 6	-0.2	6	-7	-19	-12	-10	0.6	-2	-2	1
O=C(NCCNc1ccnc2cc(Cl)ccc12)c1ccccc1F
 : -21	0.4	-2	-1	-3	64	1	1.6	4	-14	0
c1ccc(CNc2nc3ccccc3n3cnnc23)nc1
 : -41	-0.2	3	-1	-6	-2	-2	-0.6	-19	-33	2
COc1ccc(NC(=O)c2cn(CCC#N)nc2-c2cc3ccccc3o2)cc1
 : -34	-0.3	2	6	-4	-13	-4	1.3	8	-7	-1
Cc1ccc(-c2csc(N(CCO)CCCn3c(C(F)(F)F)nc4ccccc43)n2)cc1
 : -10	0.4	-16	-1	-6	32	-4	-0.7	21	9	2
O=C1CCc2cc(S(=O)(=O)N3CCCC3C(=O)N3CCN(c4ccccc4F)CC3)ccc2N1 (configuration not stated)
 : 3	0.4	6	/	-2	16	15	1.4	-6	3	2
O=C(NNC(=O)c1cccc2ccccc12)c1ccc(Br)cc1
 : -113	0.5	0	-4	-14	-43	-2	-1.3	-37	-87	/
Cc1ccc(S[C@@H](CCN2CC[C@H](C(C)(C)C)CCC2=O)c2ccccc2)cc1
 : 2	0.0	-5	4	-4	11	4	-1.4	-6	19	3
CS(=O)(=O)Nc1ccc(C(=O)Nc2ccccc2Sc2ccccc2)cc1
 : 5	-0.2	-4	-6	-4	-2	-2	0.4	2	3	0
Cc1ccc(NC(=O)CC2COc3ccccc3O2)cc1 (configuration not stated)
 : -145	-0.2	1	7	/	-32	-3	-1.7	-45	-116	1
Cc1ccc(OCC(=O)Nc2ccc([N+](=O)[O-])cn2)cc1C
 : -54	0.1	5	15	/	4	-2	0.1	-7	-52	4
CCCN(CCC)Cc1cc(=O)oc2cc(OC)ccc12
 : 3	0.1	/	/	-10	10	-1	0.9	/	-11	/
CC(C(=O)NCC1CCCCC1)N(C)Cc1ccc(Br)cc1 (configuration not stated)
 : 12	0.0	33	5	-3	-11	-5	-0.1	/	12	1
Cc1c(C(=O)N2CCC[C@H]2C(N)=O)oc2c(F)cccc12
 : -90	-0.1	-5	-6	-3	-56	8	0.4	-14	-42	/
COc1ccc(C(=O)OCC(=O)c2ccc(F)cc2)cc1OC
 : -55	0.0	?	-1	-10	-43	-6	-0.4	-20	-47	/
CCOc1ccc(CN2CCN(Cc3ccc(C)o3)CC2CCO)cc1 (configuration not stated)
 : 12	0.1	-2	-2	-18	-3	6	1.8	13	-2	-1
CCN(CC)c1ccc(N=Cc2ccc(N(CC)CC)cc2O)cc1
 : -6	0.1	-6	7	-4	-12	-1	-1.2	1	-1	0
CCOc1ccc(S(=O)(=O)NCc2ccc(OC)cc2)c2cccnc12
 : 11	0.1	-6	3	-5	9	8	-0.7	2	2	0
COc1cc(SC)ccc1C(=O)NCC1CCCCC1
 : -238	0.1	3	-51	-7	-148	11	0.9	-96	-236	6
c1ccc2sc(NC3=NCN(Cc4ccc5c(c4)OCO5)CN3)nc2c1
 : -56	-0.1	-7	17	/	-19	5	-2.6	-10	-12	1
CCC(C)NC(=O)C1CCCN(C(=O)Nc2ccc(F)cc2)C1 (configuration not stated)
 : 20	0.0	-1	0	-5	-12	-3	-0.3	4	-5	0
N#Cc1ccccc1S(=O)(=O)N1CCN(CC(=O)Nc2ccnn2C2CCCC2)CC1
 : 5	0.0	-4	-4	1	-10	-2	-0.3	0	12	/
COc1ccc(S(=O)(=O)Nc2ccccc2C(N)=O)cc1OC
 : 8	-0.2	3	0	-4	-45	-1	0.4	-7	-17	6
COc1ccc(C(=O)N2CCCC(CCC(=O)N3CCN(c4ccccn4)CC3)C2)cc1 (configuration not stated)
 : 6	-0.2	-13	-1	-6	-31	-1	-0.3	3	15	4
COc1ccc(/C=C/C(=O)N/C(=C\c2ccco2)C(=O)NCCc2nc3ccccc3[nH]2)cc1
 : 8	-0.3	-6	4	-4	-7	-2	-0.9	-2	16	-1
CCC(=O)Nc1ccc(C(=O)N/N=C/c2c(C)[nH]c3ccccc23)cc1
 : -4	-0.1	3	-4	-2	-2	0	-1.3	18	-16	-2
CCc1nc(C)cn1S(=O)(=O)c1cc(C)c(OC)cc1C
 : 7	-0.2	18	-4	-5	-16	5	0.2	/	18	0
CC(=O)NN1C(=O)c2ccccc2NC1c1ccccc1F (configuration not stated)
 : 21	-0.1	-1	11	-3	2	-8	1.3	-2	1	0
CCc1ccc(OCCCC(=O)Nc2cccc(C(=O)O)c2)cc1
 : 19	0.1	7	6	10	3	-5	2.6	-2	-2	-3
C/C(=N\NC(=O)C1COc2ccccc2O1)c1ccc(N2CCOCC2)cc1 (configuration not stated)
 : -17	0.2	-7	-12	-3	-37	0	0.4	7	-1	4

# In the list so far, two contain a cyano group:
# Value order: HIF-2a block	aDG glyco up	Vif inh	PDI turbidity	CaV13 ICDI inh	NR2E3 ag-1	Granule exo inh	hiPSC survival	TRPM1 prom inh	Peg3 promoter	NR2E3 ag-2
COc1ccc(NC(=O)c2cn(CCC#N)nc2-c2cc3ccccc3o2)cc1
 : -34	-0.3	2	6	-4	-13	-4	1.3	8	-7	-1
N#Cc1ccccc1S(=O)(=O)N1CCN(CC(=O)Nc2ccnn2C2CCCC2)CC1
 : 5	0.0	-4	-4	1	-10	-2	-0.3	0	12	/
